From PubChem BioAssay
AID2073 = inhibitors of Mint1-CaV2.2 protein interaction, biochemical, HTRF (AID 2073). Voltage-dependent N-type calcium channel subunit alpha-1B (Homo sapiens). 0.19% of 290,000 active. HTRF protein-protein interaction, Mint1-CaV2.2; higher % means a stronger effect. inhibition, % at 20 µM; hits with a dose series show IC50 in µM; in the data active = inhibition mostly above about 51%, no sharp cut-off; inconclusive = no clear call, values can overlap the other calls; inactive = mostly below about 53%; also: some results filed as inactive read as strong as hits
HIV fusion peptide = inhibitors of HIV fusion peptide binding, primary screen, biochemical, uHTS, fluorescence dequenching (AID 1986) | cell-free peptide binding, fluorescence dequenching, 30 min; higher % means a stronger effect | one-dose inhibition, % at 20 µM; IC50 in µM for titrated hits | 0.3% of 290,000 active; in the data active = inhibition mostly above about 52%, no sharp cut-off; inactive = mostly below about 76%; also: some results filed as inactive read as strong as hits
Ins promoter up = insulin promoter activators in MIN6 cells, imaging, high-content screening, mouse beta cells | MIN6 insulin promoter-GFP reporter; hits give high values | z-score at 5 µM | 0.3% of 190,000 active | AID 1625, 2009;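 active = z-score above 3 at 5 µM with at least 500 cells counted in the well; inconclusive = wells under 500 cells, flagged as cytotoxic or low count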
Autophagy mod = autophagy modulators in MEF cells, primary screen, imaging, high-content, MEF GFP-LC3; calls only at 10 µM (by protocol); 0.98% of 190,000 active; MEF GFP-LC3 puncta imaging; test concentration mostly 10 µM; AID 463193, 2010;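 active = percentage of spot-positive cells more than 3 SD above its plate mean, without a fluorescence outlier flag or 80% toxicity; inconclusive = no clear call, values can overlap the other calls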;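 also: spot-positive cell cutoff set from DMSO-treated cells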
WT yeast gro inh = growth inhibition of WT strain, primary screen, mitochondrial fusion inhibitor project, WT and mutant strains, chemical genetic. inhibition, % at 10 µM. 2.1% of 190,000 active. AID 1362, 2008. mitochondrial fusion phenotypic screen; in the data active = inhibition above about 58%; tested in S. cerevisiae
Yfh1-depleted yeast = enhancers of respiration in Yfh1-depleted yeast, dose response, Friedreich's ataxia, plus single-dose screen (AID 1465) | S. cerevisiae Yfh1-off respiration, WST-1 reduction, 72 h; higher fold induction means a stronger effect | fold induction at 50 µM, or EC50 in µM where a hit was titrated | 0.074% of 220,000 active;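 active = fold induction of absorbance versus untreated yeast above a set limit, then at least 30% activation at any dose in follow-up; inconclusive = repeats straddling the limit, or above it without dose testing; inactive = fold induction below the set limit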;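 also: activators that raise dye reduction in frataxin-depleted yeast; strong numbers were not always called active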
b-catenin transl = modulators of beta-catenin nuclear translocation, primary screen, imaging, HeLa cells, immunofluorescence, high-content; nuclear translocation activity, % at 5 µM; 0.3% of 190,000 active; AID 1665, 2009;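 active = nuclear translocation activity above 50% at 5 µM, with a well cell count of 50 or more; inconclusive = wells under 50 cells across six images, flagged as toxic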;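 also: per-cell ratio of nuclear to cytoplasmic median beta-catenin stain intensity; plate controls were DMSO negative control for no effect and GSK-3 inhibitor IX positive control for full effect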
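Test system: human HeLa cells, endogenous beta-catenin. Times: 24 h compound exposure, 37°C. Measured by: beta-catenin immunofluorescence imaging with DAPI.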
MT stabilize HCS = microtubule stabilizers in HeLa cells, primary screen, imaging, high-content imaging; HeLa tubulin immunostaining HCS, 24 h; share of cells brighter than vehicle mean+2SD; % tubulin-high responders, % at 10 µM; 0.83% of 200,000 active;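 active = plate Z-score above 3 for both tubulin-high and condensed-nucleus cell shares, with cell loss under 80%, at 10 µM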;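 also: anti alpha tubulin signal scored within the nucleus-defined area of each cell; some results filed as inactive read as strong as hits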
Dynein cargo inh = inhibitors of GR-EGFP nuclear translocation, primary screen, dynein cargo transport inhibitor project, imaging, high-content, 3617.4 mouse cells. test concentration mostly 20 µM; stimulated with dexamethasone, 1 µM; hits give low values. z-score, hits read low. 0.47% of 220,000 active. AID 1381, 2008;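 active = plate z-score of nuclear minus cytoplasmic receptor signal below a set negative limit, without overly bright fluorescence or cell loss, cut at about -3.5 in these data, passing the limit was not always enough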;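 also: z-score of nuclear minus cytoplasmic ring GR-EGFP intensity difference per well; some compounds called inactive have numbers as strong as hits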
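medium = tetracycline-free induction medium containing charcoal-stripped FBS | probe or stimulus = dexamethasone, 1.0 µM final | timing = 48 h induction, then 1 h compound, then 30 min agonist, 37 °C | detection = automated 10x imaging of fixed Hoechst-stained cells | read-out basis = nuclear versus cytoplasmic GR-EGFP signal, averaged per well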
WT yeast gro inh mutant strain = second read-out of WT yeast gro inh, no call of its own (marks repeat the call); inhibition, %; mitochondrial fusion phenotypic screen, mutant strain inhibition
Dynein cargo inh cytoplasmic EGFP = recorded beside Dynein cargo inh, whose call it bears; z-score; measured here: cytoplasmic GR-EGFP intensity; hits give high values
Dynein cargo inh nuclear GR-EGFP = recorded beside Dynein cargo inh, whose call it bears; z-score; measured here: nuclear GR-EGFP intensity;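 lower value marks the stronger effect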
Dynein cargo inh cell count = also measured in Dynein cargo inh; calls as there; z-score; measured here: cell count per field
Ins promoter up cell count = second read-out of Ins promoter up, no call of its own (marks repeat the call); cell count; measured here: cytotoxicity, nuclei count;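 total cells summed across four imaged fields per well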
b-catenin transl cell count 5 µM = also measured in b-catenin transl; calls as there; cell count; measured here: cell count, cytotoxicity flag
MT stabilize HCS Hoechst-high % = recorded beside MT stabilize HCS, whose call it bears; % Hoechst-high responders; measured here: nuclear condensation Hoechst responders;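 share of cells brighter than vehicle mean plus two SD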
MT stabilize HCS cytotoxicity % = further read-out of MT stabilize HCS, marked with its call; toxicity, %; measured here: cytotoxicity by cell density;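 0% = mean cell density of plate MIN control wells and 100% = no cells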
Autophagy mod cell loss 18 h = further read-out of Autophagy mod, marked with its call; toxicity, %; measured here: cell loss, nuclei count;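 cell loss after 18 h compound exposure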
Numbers without * were called inactive; i = inactive; ? = inconclusive; · = no result given; + = active, no number.

SMILES	AID2073	HIV fusion peptide	Ins promoter up	Ins promoter up cell count	Autophagy mod	Autophagy mod cell loss 18 h	WT yeast gro inh	WT yeast gro inh mutant strain	Yfh1-depleted yeast	b-catenin transl	b-catenin transl cell count 5 µM	MT stabilize HCS	MT stabilize HCS Hoechst-high %	MT stabilize HCS cytotoxicity %	Dynein cargo inh	Dynein cargo inh cytoplasmic EGFP	Dynein cargo inh nuclear GR-EGFP	Dynein cargo inh cell count
COC/C=C/C1=CC2=CC(=O)C(C)(OC(=O)C3CCCC3)C(=O)C2=CO1 (stereo not drawn)	15.8%	35.3%	-0.02	1071	·	·	·	·	i	0.9	1139	·	·	·	-0.897	-0.638	-0.678	0.167
O=C(CCn1[nH]c(=O)c2ccccc2c1=O)OC1CCCCC1	0.8%	-1.5%	·	·	i	34.6	-39.5	-27.4	i	-1.1	1021	2.3	1.7	12.0	-0.136	-0.142	-0.0314	0.368
CN(Cc1ccccc1)C(=O)COc1ccc(Br)cc1Cl	-4.9%	-1.2%	0.17	1002	·	·	·	·	i	1.2	1336	·	·	·	-0.142	-0.0627	0.332	0.102
CC1CCCCC1NC(=O)COC(=O)COc1ccccc1Cl (stereo not drawn)	-7.5%	0.0%	0.48	1198	i	-2.4	-2.0	-13.8	i	-2.8	1044	2.2	1.1	1.7	-0.272	-0.175	-0.196	0.418
O=C(CC1S/C(=N/N=C/c2cccnc2)NC1=O)Nc1ccccc1 (stereo not drawn)	3.7%	4.3%	-0.39	1147	i	-3.0	-9.1	-5.6	i	·	·	2.4	2.9	9.3	1.86	-0.225	0.934	-1.13
COc1ccccc1C(=O)NC(=S)N1CCCc2ccccc21	-4.0%	-1.6%	-0.57	1531	i	-9.3	-7.8	-4.6	i	-1.5	1362	1.5	1.7	10.1	-0.701	-0.177	-0.516	0.32
CCOC(=O)Cn1c(=S)[nH]c2c(oc3ccc(Cl)cc32)c1=O	43.4%	0.9%	0.2	1009	i	-3.9	-5.1	9.7	i	-0.5	1052	1.3	1.4	6.0	-0.88	-0.271	-0.455	1.17
Cc1c(C(=O)NCCCN2CCOCC2)sc2nc(-c3ccccc3)cn12	13.0%	-0.9%	-0.96	1252	i	-9.2	1.7	2.5	·	-0.9	1241	2.5	2.3	5.6	-1.41	-0.192	-0.419	1.23
CC(=O)N1N=C(c2ccco2)CC1c1cccs1 (stereo not drawn)	-5.8%	3.0%	0.38	1773	i	-0.5	14.5	10.7	i	-5.2	1118	4.0	1.4	7.4	-0.231	-0.0739	-0.263	-2.07
CN1CCN(C(=O)c2cnn3c(C(F)(F)F)cc(-c4cccs4)nc23)CC1	?	-1.5%	-0.43	1372	i	-29.5	-16.5	-5.8	i	-1.9	584	2.6	1.6	5.5	-0.628	0.116	0.242	0.685
O=C(Nc1ccc(Cl)cc1)Nc1cccc(C(=O)O)c1	12.6%	3.8%	·	·	i	-10.5	-13.2	-5.2	i	1.1	986	1.7	1.7	7.5	-0.016	-0.212	-0.0338	0.232
CNC(=O)C1=NCCCc2cc(OC)c(OC)cc21	-0.2%	0.5%	0.23	1252	i	1.0	-6.1	12.0	i	-0.8	1131	1.8	2.5	12.1	-0.693	-0.267	-0.0944	0.0319
Cc1occc1C(=O)NCCCc1ccccc1	10.9%	5.7%	-0.55	1227	i	11.5	-8.3	-2.4	i	-3.4	1165	2.5	1.8	4.1	-0.288	-0.15	-0.145	0.0728
Cc1cccc(-c2cc3nc4c(c(NCc5ccco5)n3n2)CCCC4)c1	11.5%	5.4%	-1.63	1278	i	10.3	84.6	90.7	i	-1.8	1463	1.8	1.5	7.5	-0.198	-0.19	0.183	0.289
COc1c(Cl)cc(Br)c(OC)c1C(=O)NC(=O)Nc1nc(C)cc(C)n1	0.4%	-1.6%	-0.5	1380	·	·	·	·	i	0.2	1005	·	·	·	0.105	-0.189	-0.343	0.461
COc1ccc(CCc2nnc(CCC(=O)NCCc3ncccc3C)o2)cc1	-8.2%	0.1%	-0.01	1021	i	-1.5	8.5	0.0	i	-0.6	1494	1.6	2.5	4.6	-0.511	-0.0929	-0.323	-0.222
COc1cc(NC(=O)CN(C)S(=O)(=O)c2ccc3c(c2)CCC(=O)N3)cc(OC)c1	1.0%	0.1%	-0.02	943	i	0.7	-4.2	-8.2	i	·	·	2.8	2.5	7.1	0.706	-0.17	0.471	-0.0895
CCc1ccc(-c2cc(C(=O)Nn3cnnc3)c3ccccc3n2)cc1	1.9%	-0.4%	-0.51	842	i	-1.2	30.0	35.4	i	·	·	1.2	1.1	7.5	-0.493	-0.287	-0.259	0.416
Cc1[nH]c2ccccc2c1C(=O)COC(=O)c1ccc2c(=O)n3c(nc2c1)CCC3	43.3%	0.2%	0.41	1699	i	22.0	0.9	7.0	i	2.7	937	1.5	1.6	3.3	0.279	0.042	0.428	0.602
Cc1cc(-c2nn(C)c(=O)c3ccccc23)ccc1CNC(=O)NC1CCCCC1	7.4%	1.4%	-1.02	1523	i	-9.1	0.3	-10.8	i	-3.5	1122	4.3	2.3	10.6	0.823	-0.106	0.909	-1.26
c1ccc(CSc2nnc3c(n2)OC(c2ccco2)Nc2ccccc2-3)cc1 (stereo not drawn)	11.1%	23.3%	-0.24	880	i	2.5	14.2	13.7	i	·	·	4.3	1.3	50.2	1.01	-0.233	1.21	-1.28
CCCC(CCC(=O)Nc1cc([N+](=O)[O-])ccc1O)C(=O)O (stereo not drawn)	-2.2%	11.1%	0.98	1030	i	8.3	-0.1	-20.0	i	-1.6	1023	4.4	2.3	9.3	1.37	-0.0779	0.727	0.0689
O=C(CSc1nc(O)c(Cc2ccccc2)c(=O)[nH]1)c1ccccc1	-4.4%	-1.3%	-0.25	1067	·	·	·	·	i	0.8	1282	·	·	·	0.783	-0.272	0.258	0.38
Cc1ccccc1C(=O)c1c[nH]c(C(=O)NCc2cccs2)c1	-3.6%	-0.3%	1.14	1633	i	-0.9	13.4	-0.8	i	-2.2	1373	1.9	1.3	2.5	0.245	0.379	-0.0266	0.252
CCSc1nnc(NC(=O)CSc2nnc(CNC(=O)c3cc(OC)c(OC)c(OC)c3)o2)s1	7.6%	5.9%	-0.66	1564	i	-7.3	-0.7	-9.7	i	-1.0	1140	1.9	2.6	4.6	-0.0491	-0.126	-0.0656	-0.741
COc1ccc2c(c1)[nH]c1c(=O)n(N)cnc12	0.8%	-1.2%	-0.85	1473	i	10.2	10.5	13.6	i	0.2	1097	4.1	2.1	1.9	0.488	-0.209	0.414	0.467
C=CCN(CC=C)S(=O)(=O)c1ccc(C(=O)Nc2sc3c(c2C(N)=O)CCCCC3)cc1	33.9%	2.1%	0.64	1404	i	35.7	-3.5	-0.3	i	-0.1	1073	6.0	26.3	17.0	0.22	-0.233	0.272	-0.0641
CCCOc1cc(N(CC)CC)ccc1/C=C(/C#N)c1nc2ccc(C)cc2[nH]1	23.6%	5.0%	·	·	+	-14.3*	7.1	-12.3	i	-1.4	1427	2.3	1.7	8.6	-0.173	20.2	5.41	-0.574
COc1ccc(NC(=O)C2C(c3ccccc3)C2(Cl)Cl)cc1 (stereo not drawn)	-8.4%	0.9%	-0.98	1378	·	·	·	·	i	0.9	1280	·	·	·	-0.0221	-0.178	0.121	-0.0326
N=c1n(CCO)c2ccccc2n1CCN1CCCCC1	5.6%	-0.4%	1.18	1313	i	3.4	3.8	-2.0	i	-0.7	1489	5.6	1.5	8.2	1.25	-0.346	0.413	-0.168
CC(NC(=O)C1CCCN(S(=O)(=O)c2cccc3nonc23)C1)c1ccccc1 (stereo not drawn)	-3.4%	-2.9%	0.9	831	i	-3.1	0.6	0.6	i	·	·	1.7	0.8	3.8	-0.318	-0.422	0.0169	0.474
CCCn1c(-c2ccc(OC)cc2)nc2c(=O)n(C)c(=O)[nH]c21	3.6%	-1.7%	0.21	916	i	-4.2	-1.8	-5.4	i	-8.0	1216	3.2	2.4	5.3	-0.354	-0.148	0.0841	0.827
O=C(OCCN1C(=O)c2ccccc2C1=O)c1ccccc1	0.4%	-0.3%	-0.57	1043	i	4.0	-11.8	-4.7	·	-0.5	1110	3.8	2.1	2.6	-0.823	-0.215	-0.371	0.791
O=C(Oc1ccccc1)c1cccc2cccnc12	-7.3%	-0.5%	·	·	i	-7.9	-8.9	0.4	i	·	·	5.0	2.9	5.9	0.242	-0.204	0.436	-0.405
CCn1c(SCC(=O)c2ccccc2)nc2c(c1=O)SC(C)C2 (stereo not drawn)	-4.6%	-1.0%	1.42	1261	i	9.2	-5.4	-0.7	i	-0.5	1062	2.7	2.5	4.8	0.575	-0.153	0.874	0.442
CCn1c(SCC(=O)Nc2cc(C)on2)nc2sc(C)c(C)c2c1=O	-3.3%	6.1%	-0.24	1193	·	·	·	·	·	-3.6	1246	·	·	·	·	·	·	·
O=C(NC1CCCCC1)c1ccc(Cn2cc(Br)cn2)o1	-4.6%	1.0%	-0.06	1036	i	-3.0	11.3	14.0	i	·	·	1.5	1.4	2.7	2.66	-0.031	1.54	-2
COc1ccc(N(C(=O)c2ccco2)S(=O)(=O)c2ccc(F)cc2)cc1	6.1%	0.7%	·	·	i	-9.1	9.1	-6.3	i	4.8	468	4.1	2.3	5.0	1.16	-0.195	1.12	-1.16

Compounds as they come. About 4.2% of those tested had a hit in this group.
